MmCpn inh: inhibitors of Methanococcus maripaludis chaperonin (MmCpn) | purified Mm-Cpn ATPase, ADP Transcreener TR-FRET | Potency, µM (titrated, usually from 76.9 µM), inactives show at the top dose activity, negative = inhibition, usual class: inhibitors | AID 504842 | hit rate 0.031% among 330,000; further: potency means the concentration at half of the fitted maximal effect; on the % scale 0 is the no-effect control and ±100 the full control effect; nearly all actives have a fitted effect of over 80% in size
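Compound-treated chaperonin, 25 nM final, turns over 10 uM ATP at 37°C for 30 min following a 10 min preincubation; ADP generated competes with ADP-d2 for Eu-cryptate antibody, lowering FRET.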
CCT chaperon mod: cytosolic chaperonin activity modulation | purified chaperonin ATPase assay, HTRF ADP detection, 30 min | hit rate 0.3% among 360,000 | activity change, % (test concentration not listed), hits read low; in the data active means activity change below about -30%; further: on the % scale 0 is the no-effect control and ±100 the full control effect
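TRiC at 40 or 20 nM final (batch-dependent) in 30 mM Tris pH 7.4, 100 mM KCl, 5 mM MgCl2, 1 mM DTT, with compound at single 76 uM and 10 uM ATP, 30 min at 37 deg C. ADP detected by HTRF Transcreener, 665/615 ratio.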
DRD3 agonist: activates the human D3 dopamine receptor | hit rate 0.58% among 410,000 | P35462 | AID 652048 | max activation, % | D3R DiscoveRx beta-arrestin cells, luminescence, 90 min; in the data active means max activation above about 30%; further: 0% is about no effect; mostly tested at two doses, the higher about 12 µM
Target sequence (P35462 whole entry, looked up): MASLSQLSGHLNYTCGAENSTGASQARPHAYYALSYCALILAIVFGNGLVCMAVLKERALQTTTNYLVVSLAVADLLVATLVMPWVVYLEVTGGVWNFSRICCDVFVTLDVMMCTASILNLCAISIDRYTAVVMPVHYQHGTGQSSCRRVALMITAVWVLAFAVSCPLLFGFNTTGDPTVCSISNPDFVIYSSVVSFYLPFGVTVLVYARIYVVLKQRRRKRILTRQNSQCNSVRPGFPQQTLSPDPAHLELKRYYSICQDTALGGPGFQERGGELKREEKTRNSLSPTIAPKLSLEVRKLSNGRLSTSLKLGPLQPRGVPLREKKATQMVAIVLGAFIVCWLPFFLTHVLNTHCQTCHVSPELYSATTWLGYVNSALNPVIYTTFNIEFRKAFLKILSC
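Cells at 1500/well, incubated overnight, then treated with pinned compounds (dopamine as control) for 90 min at 37 degrees C. DiscoveRx reagent added for 30 - 60 minutes at room temperature; luminescence read.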
EPAC2 antagonist: EPAC2 (human) antagonism; Q8WZA2; EPAC2 GEF exchange of Rap1B-BODIPY-GDP, fluorescence; Potency, µM (top dose mostly 114 µM), inactives show at the top dose activity, negative = inhibition, actives largely listed as inhibitors; hit rate 0.18% among 360,000; AID 720708; further: potency means the concentration at half of the fitted maximal effect; on the % scale 0 is the no-effect control and ±100 the full control effect; nearly all actives have a fitted effect of over 45% in size; many of its hits are not listed in these tables
Akt phos inh: inhibitors of Akt phosphorylation; Neuro2A IGF-stimulated pAkt S473 HTRF, 20 min; stronger effect = lower value; activity change, % for hits at 50 µM; hit rate 0.32% among 360,000; in the data active means activity change below about -80%; inconclusive means mostly about -51% to -80%; further: on the % scale 0 is the no-effect control and ±100 the full control effect
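Neuro2A cells in DMEM with 0.5% FBS, overnight at 37 deg C, given compound at single 50 µM final, then IGF (6 nM final) for 20 min at 37 deg C. Lysed; phospho-Akt Ser473 by HTRF after 24 h, 665/615 ratio.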
PTHR1 ag: PTHR1 (human) receptor agonism | HEK293 GP2 PTHR1 cells, GloSensor cAMP luminescence, 1 h | Potency, µM (titrated, usually from 115 µM), without a hit: at the top dose activation, usual class: activators | hit rate 0.075% among 410,000; further: potency means the concentration at half of the fitted maximal effect; nearly all actives have a fitted effect of over 55% in size; some results filed as inactive show a strong effect at the top dose; inactives centre near -15; many of its hits are not listed in these tables
Target sequence (Q03431 whole entry, looked up): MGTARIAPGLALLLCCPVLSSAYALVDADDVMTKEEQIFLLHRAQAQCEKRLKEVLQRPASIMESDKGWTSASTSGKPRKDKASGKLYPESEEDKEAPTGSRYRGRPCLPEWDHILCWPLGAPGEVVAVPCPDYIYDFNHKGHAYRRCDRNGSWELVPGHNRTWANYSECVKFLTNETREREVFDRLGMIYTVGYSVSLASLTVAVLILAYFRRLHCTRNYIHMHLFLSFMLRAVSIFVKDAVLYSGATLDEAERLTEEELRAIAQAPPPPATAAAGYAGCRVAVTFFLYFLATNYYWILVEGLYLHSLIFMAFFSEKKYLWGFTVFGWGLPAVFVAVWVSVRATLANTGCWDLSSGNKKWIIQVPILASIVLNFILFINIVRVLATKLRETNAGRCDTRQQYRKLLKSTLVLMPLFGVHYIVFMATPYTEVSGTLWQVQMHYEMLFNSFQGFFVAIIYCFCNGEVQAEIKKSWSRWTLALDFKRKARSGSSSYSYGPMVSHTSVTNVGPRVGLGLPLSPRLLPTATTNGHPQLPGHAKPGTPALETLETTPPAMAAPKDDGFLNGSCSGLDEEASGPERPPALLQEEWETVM
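HEK-293-derived GP2 cells expressing PTHR1 and a GloSensor cAMP reporter, 3,000/well, plated overnight, given luciferin plus IBMX (each 0.5 mM as added) for 1 h at 37 °C, then compound for 1 h at 37 °C. Luminescence was read after 15 min at room temperature.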
EPAC2 ag: EPAC2 (human) agonism | Q8WZA2 | EPAC2 activation, biochemical qHTS; response scale: 100% = 6.5 mM cAMP response | Potency, µM (series often up to 154 µM), without a hit: at the highest dose activation, actives largely listed as activators | hit rate 0.079% among 360,000 | AID 720711; further: potency means the concentration at half of the fitted maximal effect; nearly all actives have a fitted effect of over 50% in size
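Each well held 100 nM EPAC2, 250 nM RAP1B-BODIPY-GDP and 50 uM GDP. Fluorescence, read at 5-min intervals to 30 min, was referenced to a 6.5 mM cAMP positive control.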
D3 antag: antagonists of human D3 dopamine receptor. P35462. max response, negative = inhibition, %. AID 652054. D3R cells, DiscoveRx beta-arrestin luminescence, antagonist mode; stronger effect = lower value. hit rate 2.5% among 360,000; in the data active means max response below about -50%; inconclusive means no clear call, values can overlap the other calls; further: on the % scale 0 is the no-effect control and ±100 the full control effect; mostly tested at two doses, the higher about 12 µM
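Cells plated overnight at 1500 cells/well, then exposed to library compounds with dopamine controls for 90 minutes at 37 degrees C. DiscoveRx reagent added for 30–60 minutes at room temperature; luminescence read, quantitative HTS format.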
* marks the source's active call; other numbers are inactive results; i = inactive; ? = inconclusive; . = not tested or not shown; & = joins results of further samples; [ ] = another dose, or the depositor's remark. Unless noted, the call rests on the fitted dose curve; in most records, active means well fitted curve in the direction sought with a large enough effect; inconclusive means small, poorly fitted or top-dose-only effect, or another doubt; inactive means no such curve, though single readings can be large; an effect the other way counts as inactive or inconclusive. Only part of the results is shown. The share of hits here may be higher or lower than overall.

SMILES | MmCpn inh | CCT chaperon mod | DRD3 agonist | EPAC2 antagonist | Akt phos inh | PTHR1 ag | EPAC2 ag | D3 antag
COc1ccc2[nH]c3c(c2c1)CCN1C(=O)C(CC(=O)NCCCN(C)C)C[C@H](C(=O)N2CCOCC2)[C@@]31CCC1CCCC1 (stereo not given in full) | 0% | 0.0 | 0 | 4% | i | i | 4% | 37
CCc1ccc(OCC(=O)NNC(=O)CNC(=O)c2ccc(Br)o2)cc1 | -7% | -0.4 | -15 | 4% | i | -92%[inhibitor] | 0% | -12
O=C(NC(=S)N1CCCC1)c1cccc([N+](=O)[O-])c1 | -3% | -2.5 | 1 | -1% | i | -2% | 8% | 5
CCOC(=O)N1CCN(c2cc3[nH]c(=S)[nH]c3cc2F)CC1 | 2% | -1.3 | -10 | 5% | i | -53%[inhibitor] | 3% | 7
COc1ccc(CNC(=O)OC2CC3CC2[C@H]2CCCCN2C3=O)cc1 (stereo not given in full) | . | 1.0 | 6 | 10% | i | -7% | 0% | 13
CCCCN1C(N)=NC[C@@H]1Cc1ccc(O)cc1 | 2% | 0.5 | -14 | -4% | i | -12% | 4% | 22
COc1ccc(NC(=O)CSc2nnc(N)s2)cc1 | 1% | -0.2 | 2&4 | -2% | i | -11%[57.5 µM] | -6% | -24
CC1(C(=O)NS(=O)(=O)c2ccccc2)CCN1C(=O)c1ccc(C2CCCCC2)cc1 (stereo not given) | . | -1.6 | 1 | -12% | i | -27% | 5% | 25
COc1cc(/C(C)=N/NC(=O)CSc2nnc(C)s2)ccc1O | -1% | -0.6 | 8 | -2% | i | i | -1% | 0
CCOC(=O)c1ccc(NC(=O)N2CC(C)OC(C)C2)cc1 (stereo not given) | 1%&2% | -2.6 | 9 | 3% | . | 2%[57.5 µM] | -17% | -15
COCCn1c(SCC(=O)Nc2sccc2C(N)=O)nnc1-c1ccncc1 | 3% | 0.9 | 0 | 4% | i | i | 5% | 10
Cc1nn(-c2ccc(F)cc2)c(Cl)c1/C=C(\CCC(=O)O)c1nc2ccccc2s1 | 0% | 0.0 | 16 | -2% | i | i | 11% | 11
COc1ccc(S(=O)(=O)n2nc(OC(=O)c3ccncc3)cc2N)cc1 | . | 0.7 | 9 | 8% | i | -2% | 8% | -7
O=S(=O)(NCc1ccccn1)c1ccc(Cl)c(C(F)(F)F)c1 | 0% | 1.6 | 3 | -3% | i | -19% | -3% | 10
Cc1ccc(C(NC(=O)NN2CCN(C)CC2)C(Cl)Cl)cc1F (stereo not given) | 1% | -1.1 | -14 | 1% | i | i | 9% | -17
COc1ccc(S(=O)(=O)N2CCOC2CNC(=O)C(=O)NCCc2c[nH]c3ccccc23)cc1 (stereo not given) | 1% | -0.8 | -3 | -16% | i | -10% | 8% | 13
O=C(Nn1c(C2CCCCC2)nc2ccccc2c1=O)c1cc(Cl)ccc1[N+](=O)[O-] | 0% | -0.8 | 3 | -3% | i | -6% | 8% | -1
COc1cccc(NC(=O)CCNC(=O)c2ccccc2Cl)c1 | 2% | -3.9 | 4 | 3% | i | -19% | 10% | -6
Cc1ccc(C(=O)NC(=O)CSc2ncccc2C(=O)O)cc1 | -2% | 0.4 | -1 | 1% | i | -3% | 2% | 1
O=C(CSc1n[nH]c(=O)[nH]c1=O)c1ccccc1 | 1% | -0.5 | -5 | -2% | i | i | -1% | -18
CC(=O)N(c1cccc(Br)c1)c1nc(C)cc(C)c1C#N | -2% | 0.2 | 12 | 0% | i | i | 1% | 5
N#CC(c1ccc(=O)[nH]n1)c1ccc(Cl)cc1Cl (stereo not given) | 0% | -1.8 | 4 | 4% | i | 0% | 5% | 11
Cc1cc(=O)oc2ccc(OCc3ccccc3)cc12 | 0% | 2.9 | 6 | -20% | i | -25% | 17% | 2
COc1ccccc1Nc1nnc(SCC(=O)NC(=O)Nc2ccc3c(c2)OCCO3)s1 | 0% | -1.6 | 1 | 11% | i | i | 4% | -2
N#Cc1c(N2CCN(C(=O)c3ccccc3Cl)CC2)nc(-c2ccccc2)c2c1CCCC2 | -1% | 0.6 | -4 | 32%[activator] | i | -10% | 7% | -9
CCc1nnc(SCC(=O)Nc2ccc3ccccc3c2)n1N | 1% | -0.6 | -3 | 4% | i | i | 17% | -10
Cc1ccc(OCc2cc(C(=O)NCCc3cccnc3)no2)cc1C | 4% | 0.9 | 14 | -6% | i | i | 7% | 19
O=C(C1CC1)N1CCN=C1SCc1ccccc1 | 1% | 3.5 | 3 | -9% | i | i | 1% | 19
CCOC(=O)c1cnc(SC)nc1Nc1cccc2ccccc12 | 1% | 0.9 | 5 | 4% | i | i | -4% | 17
c1ccc(-c2ccc(CNC3CC3)cc2)cc1 | 2% | 0.7 | -17 | 3% | i | i | 5% | -14
CSc1nnc(CNS(=O)(=O)c2ccc(Br)cc2)n1C | -3% | -0.9 | 1 | 0% | i | -20% | 3% | 0
CC(=O)/C(=C\Nc1ccc(OCc2ccccc2)cc1)c1ccccc1 | 4% | -4.6 | 4 | 1% | i | -8% | 7% | -21
CC(C)(C)C(CO)NC(=O)c1ccc[nH]1 (stereo not given) | 0% | 1.7 | 12 | 3% | i | -17% | 1% | 13
CN(Cc1cn(C)nc1-c1ccccc1F)CC1CCCCO1 (stereo not given) | 2% | -0.5 | -9 | 3% | i | ? | 5% | -17
CCOC(=O)c1ccc(-c2ccc(CO)o2)cc1 | -7% | -1.0 | 0 | -7% | i | -5%[57.5 µM] | 3% | 5
Cc1ccc(S(=O)(=O)CCC(=O)OCC(=O)N2CCc3ccccc32)cc1 | 0% | -1.2 | -8 | -10% | i | -4% | 15% | -4

Exported with two lines to a compound: 3 of the compounds above.
Sequence of screens: MmCpn inh | CCT chaperon mod | DRD3 agonist | EPAC2 antagonist | Akt phos inh | PTHR1 ag | EPAC2 ag | D3 antag
N#Cc1c(N2CCN(C(=O)c3ccccc3Cl)CC2)nc(-c2ccccc2)c2c1CCCC2
 : -1% | 0.6 | -4 | 32%[activator] | i | -10% | 7% | -9
Cc1ccc(S(=O)(=O)CCC(=O)OCC(=O)N2CCc3ccccc32)cc1
 : 0% | -1.2 | -8 | -10% | i | -4% | 15% | -4
CCOC(=O)c1cnc(SC)nc1Nc1cccc2ccccc12
 : 1% | 0.9 | 5 | 4% | i | i | -4% | 17

Remaining list, next part:
SMILES | MmCpn inh | CCT chaperon mod | DRD3 agonist | EPAC2 antagonist | Akt phos inh | PTHR1 ag | EPAC2 ag | D3 antag
COC(=O)c1cc(OC)c(OC)cc1NCC(=O)Nc1ccc(OC)c(OC)c1 | -4% | -0.3 | 4 | 16% | i | -30% | -10% | 19
COCCNC(=O)c1ccccc1NC(=O)c1ccccc1N(C)S(C)(=O)=O | 2% | 1.5 | 14 | 18% | i | i | -4% | 23
COc1ccc(C=O)cc1Cn1c(=O)n(CCC(=O)NCc2ccco2)c(=O)c2sccc21 | 2% | 0.2 | 7 | -3% | i | -17% | 7% | -13
CC12CN3CC(C)(CN(C1)C3c1ccc(Cl)cc1)C2 (stereo not given) | 0% | 1.7 | 0 | -3% | i | -22% | 7% | 14
Cc1ccc(NCN2C(=O)C3C4C=CC(C4)C3C2=O)cc1 (stereo not given) | 0% | -1.0 | 4 | -5% | i | i | -2% | 6
CN(CC(=O)NC1CCCCCC1)S(=O)(=O)c1cnc[nH]1 | -1% | -2.0 | -1 | 5% | i | i | 1% | 1
Cc1nc2ccc(N)nc2nc1C | . | -5.3 | 1 | 16% | i | i | 0% | 6
O=C(NC1CC1)c1cc2ccccc2o1 | -1% | -1.3 | 2 | 0% | i | -33%[inhibitor] | 10% | 4
COc1ccc(NC(=O)c2cc(-c3sc(NC(=O)c4ccccc4)nc3C)n(CCO)n2)cc1 | . | . | 8 | 7% | i | i | 19% | 2
COC(=O)c1cc2c(ccn2-c2ccc(F)cc2)n1Cc1cccc(OC)c1 | 0% | 2.0 | -6 | 3% | i | i | 3% | 8
O=C(CSc1nc2ccccc2o1)N1CCN(c2ccc(Cl)cc2)CC1 | 0% | -1.7 | 3 | -2% | i | -7%[57.5 µM] | 6% | 25
CC(=O)c1cn(Cc2ccccc2)c(=O)[nH]c1=O | -7% | -0.6 | 2 | 11% | i | -5% | 6% | 1
COC(=O)c1sc2ccccc2c1NC(=O)c1ccc(S(=O)(=O)N2CC(C)CC(C)C2)cc1 (stereo not given) | -2% | 1.1 | 2 | 2% | i | i | -1% | 4
CCOc1ccc(NC(=O)NC2CCOC(C)(C)C2)cc1 (stereo not given) | -3% | -1.3 | 1 | 1%[57.1 µM] | i | i | -8% | -2
COc1ccccc1C(CNC(=O)c1cccc(S(=O)(=O)N2c3ccccc3CC2C)c1)N(C)C (stereo not given) | . | 1.6 | -25 | 6% | i | -16% | 0% | ?
COc1ccc(N(CC(=O)NCc2ccc3c(c2)OCO3)S(=O)(=O)c2c(C)nn(C)c2C)cc1 | 2% | 1.7 | 1 | -7% | i | 0% | 13% | 15
CCCCN(C)c1c(C)nc2ccc(C(=O)NCc3ccc4c(c3)OCO4)cn12 | . | -1.5 | 6 | -24% | i | -5% | 15% | 13
COc1ccccc1N1CCN(S(=O)(=O)CCNC(=O)Cc2ccc(F)cc2)CC1 | 0% | 1.9 | -9 | 16% | i | -34%[inhibitor] | 5% | -18
Cc1ccc(C)c(OCC(=O)Nc2ccccc2N2CCCC2)c1 | 0% | -2.4 | 10 | ? | i | -19% | 10% | 2
COc1ccc(NC(=O)Cc2ccccc2)cn1 | 1% | 1.0 | 1 | 3% | i | -2% | 3% | 5
Cc1nn(C)cc1/C=N/NC(=O)c1ccc2c(c1)OCO2 | ? | -3.2 | 0 | -2% | i | i | 2% | 17
Cc1nc(NC(=O)/C=C/c2ccc(C(C)(C)C)cc2)sc1C(=O)N(C)C | -1% | 1.5 | 18 | 0% | i | -14% | -22% | 7
COCCCN(CC(=O)Nc1ccc(N2CCOCC2)cc1)S(=O)(=O)c1ccc(Cl)cc1 | -1% | -0.9 | -4 | -1% | i | i | -5% | -22
C=CCn1c(SCC(=O)Nc2ccccc2F)nc2ccccc2c1=O | -3% | -0.3 | 7 | 11% | i | 10% | 12% | 3
COc1ccc(C(=O)/C=C/c2ccc(N3CCCCC3)c([N+](=O)[O-])c2)cc1 | 2% | 0.2 | -18 | -2% | i | -30% | 4% | -25
COc1cc(CNC(=O)c2cc(-c3cc(Cl)ccc3OC)n[nH]2)cc(OC)c1 | . | 0.9 | -10 | -4% | i | -2% | 1% | ?

Screens (PubChem BioAssay)
